XiGFP reactiv = reactivates the inactive X chromosome in mouse fibroblasts. XiGFP mouse fibroblasts, % GFP-positive cells imaging, 3 d; cells co-treated with 5-aza-dC sensitizer; scaled so ellipticine positive control = 100%. activation, % at 7.58 µM. 360,000 compounds, 0.055% hits. AID 743238;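 active means mean normalized replicate activation at least 10% and every replicate at or above 10%; inconclusive means only one of the two criteria met; inactive means mean below 10% and not all replicates reach 10%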;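 further: 0% = median of on-plate neutral control wells and 100% = ellipticine 6 µM median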
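Schedule: 3 d treatment, 15 min room-temperature fixation; system: 68-5-11 XiGFP fibroblast line; buffer or medium: DMEM plus 5-aza-dC sensitizer; control set: ellipticine 6 µM positive control; compound: one concentration, pinned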
PAX8 inh HTS = PAX8 transcriptional activity inhibition; RMG-I TPO-luciferase reporter, SteadyGlo, 24 h; inhibition, % at 12.6 µM; 360,000 compounds, 1.2% hits; AID 652154;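 active means mean replicate inhibition at least 60% with every replicate also reaching 60%; inconclusive means only one of the two criteria is met; inactive means mean below 60% and not all replicates reaching 60%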;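 further: luciferase light reporting Pax8 driven TPO promoter activity; plate controls were median of neutral control wells for no effect and mitoxantrone controls for full effect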
EWS-Fli inh = inhibitors of EWS/Fli oncoprotein transcriptional activity | A673 NR0B1-luciferase reporter, viability-normalised | 350,000 compounds, 0.67% hits | inhibition, % at 12.6 µM;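 active means mean inhibition of at least 50% after viability correction, with every replicate also passing that limit; inconclusive means mean reaches 50% but only one of two replicates passes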;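 further: firefly luciferase signal divided by Alamar Blue viability fluorescence both relative to DMSO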
GSIS activator = primary screen for activators of insulin secretion dependent on glucose, INS-1E cells, GLuc reporter luminescence. INS-1E GLuc reporter insulin secretion, 2-3 h. activation, % at 16.6 µM. 370,000 compounds, 0.61% hits. AID 743287;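 active means lowest replicate activation of at least 40%, so every replicate reaches that level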;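 further: 0% = median of neutral control wells and 100% = median of IBMX positive control wells; some compounds called inactive have numbers as strong as hits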
DENV2 CPE rescue = DENV2-induced cell death inhibition; DENV2-infected cells, cytopathic effect rescue, plate reader; CPE inhibition, % at 9.99 µM; 350,000 compounds, 1.7% hits; AID 651640; in the data active means CPE inhibition above about 20%, passing the limit was not always enough; inconclusive means no clear call, values can overlap the other calls; tested in BHK-21 cells;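 further: 0% = median of neutral control wells and 100% = median of positive control wells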
ARNT-TACC3 inh = disrupts binding between human ARNT and TACC3; Q9Y6A5; AlphaScreen His-ARNT PAS-B/GST-TACC3 binding, luminescence; TACC3 fragment carries E629A point mutation; inhibition, % at 9.99 µM; 390,000 compounds, 0.66% hits;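 active means mean inhibition of replicates at least 50% and at least half of replicates each reaching 50%; inconclusive means half or more replicates reach 50% but mean below 50%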;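 further: 0% = complete ARNT plus TACC3 wells and 100% = ARNT alone without TACC3; many hits fall short of the cut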
CFTR F508del cor = correctors of CFTR F508del function in bronchial epithelial cells | CFBE cells, YFP halide quenching; stimulated with forskolin plus potentiator P3; % fluorescence drop versus neutral controls | activity (quench increase), % at 7.58 µM | 350,000 compounds, 0.36% hits | AID 720511;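 active means mean added fluorescence quench of at least 8% versus neutral control, with both replicates also reaching 8%; inconclusive means only one of the mean or replicate conditions met; inactive means mean below 8% and not both replicates reaching 8%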;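 further: cells transiently co-express mutant CFTR-F508del with the halide-sensitive YFP; corrector assay measuring rescue of mutant channel to the surface after 24 h compound exposure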
ERp5 block = inhibitors of human ERp5; ERp5 insulin aggregation, absorbance 650 nm, 90 min; inhibition, % at 9.99 µM; 350,000 compounds, 0.05% hits; AID 651711;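 active means mean replicate inhibition above about 25%, with every replicate also reaching it, limit read from the data, passing the limit was not always enough; inconclusive means only one of those two criteria met; inactive means neither criterion met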
Target sequence (Q15084 whole entry, looked up): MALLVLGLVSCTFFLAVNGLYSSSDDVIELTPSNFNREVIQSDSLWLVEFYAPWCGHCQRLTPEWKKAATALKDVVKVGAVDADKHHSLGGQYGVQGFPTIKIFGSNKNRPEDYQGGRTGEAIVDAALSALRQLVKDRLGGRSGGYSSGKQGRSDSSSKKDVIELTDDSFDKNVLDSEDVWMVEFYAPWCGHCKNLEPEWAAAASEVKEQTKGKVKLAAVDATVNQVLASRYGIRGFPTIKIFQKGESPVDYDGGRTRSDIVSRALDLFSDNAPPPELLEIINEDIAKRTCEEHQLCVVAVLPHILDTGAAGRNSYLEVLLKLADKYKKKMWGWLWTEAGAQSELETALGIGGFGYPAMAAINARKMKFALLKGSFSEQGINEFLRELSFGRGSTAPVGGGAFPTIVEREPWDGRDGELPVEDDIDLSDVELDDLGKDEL
* marks the source's active call; other numbers are inactive results.

How did COc1ccc(NC(=O)c2sc3nc(C)cc(C)c3c2N)cc1 do in these assays?
XiGFP reactiv: 0.1; PAX8 inh HTS: -149.9; EWS-Fli inh: -201.1; GSIS activator: -12.5; DENV2 CPE rescue: -3.0; ARNT-TACC3 inh: -0.7; CFTR F508del cor: 3.0; ERp5 block: -1.4

Results for COc1cc(OC)cc(C(=O)N=c2sc3ccccc3n2C)c1 ?
XiGFP reactiv: -0.5; PAX8 inh HTS: -149.2; EWS-Fli inh: -59.8; GSIS activator: 6.0; ARNT-TACC3 inh: 3.4; CFTR F508del cor: -0.6; ERp5 block: 2.2

What do the screens show for `Cc1cccc(C)c1N(CC(=O)NC1CCCCC1)C(=O)c1csnn1`?
XiGFP reactiv: 0.2; PAX8 inh HTS: -4.8; EWS-Fli inh: -1.7; GSIS activator: -2.0; DENV2 CPE rescue: -9.1; ARNT-TACC3 inh: -2.5; CFTR F508del cor: -1.1; ERp5 block: 1.0

How did C[C@H]1CN=C(N(C)C)N1CCc1cccc(F)c1 do in these assays?
XiGFP reactiv: 0.1; PAX8 inh HTS: -10.6; EWS-Fli inh: -0.5; GSIS activator: 7.9; DENV2 CPE rescue: 0.6; ARNT-TACC3 inh: -5.5; CFTR F508del cor: -0.1; ERp5 block: 3.0

Results for CN(C)S(=O)(=O)c1ccc(C(=O)Nc2nnc(-c3ccco3)o2)cc1 ?
XiGFP reactiv: 0.4; PAX8 inh HTS: -0.1; EWS-Fli inh: 8.9; GSIS activator: -0.7; DENV2 CPE rescue: -6.6; CFTR F508del cor: 1.9; ERp5 block: 0.2

How did C[C@@]12C(=O)N(c3cccc(Br)c3)C(=O)N1[C@H](c1ccc(Cl)cc1)[C@@H]1C(=O)N(C3CCCCC3)C(=O)[C@@H]12 do in these assays?
XiGFP reactiv: -0.2; PAX8 inh HTS: 23.3; EWS-Fli inh: 16.6; GSIS activator: 2.3; DENV2 CPE rescue: -13.7; CFTR F508del cor: 4.6; ERp5 block: -0.5

What do the screens show for `CC(=O)NC[C@@H]1[C@H](c2ccc(-c3ccccc3F)cc2)[C@H](CO)N1C(C)=O`?
XiGFP reactiv: 0.0; PAX8 inh HTS: -2.9; EWS-Fli inh: -5.6; GSIS activator: 0.2; DENV2 CPE rescue: -7.0; ARNT-TACC3 inh: -6.0; CFTR F508del cor: 0.5; ERp5 block: -0.6

How did COc1ccc(NC(=O)N(C)C[C@@H]2Oc3ccc(NS(=O)(=O)c4ccc(Cl)cc4)cc3C(=O)N([C@@H](C)CO)C[C@H]2C)cc1 do in these assays?
XiGFP reactiv: -1.1; EWS-Fli inh: -1.3; GSIS activator: 0.0; DENV2 CPE rescue: 14.0; ARNT-TACC3 inh: -0.1; CFTR F508del cor: -0.2; ERp5 block: 2.1

How did CCCCn1nnnc1C(c1cc2ccccc2o1)N1CCN(c2ccncc2)CC1 (configuration not stated) do in these assays?
XiGFP reactiv: 0.0; PAX8 inh HTS: 9.9; EWS-Fli inh: 10.5; GSIS activator: 4.1; DENV2 CPE rescue: -3.9; CFTR F508del cor: -2.1; ERp5 block: 2.9

How did O=C(C1CCCN(S(=O)(=O)c2cnc[nH]2)C1)N1CCN(c2ccc(Cl)cc2)CC1 (configuration not stated) do in these assays?
XiGFP reactiv: 1.0; PAX8 inh HTS: 15.7; EWS-Fli inh: -3.0; GSIS activator: 7.9; DENV2 CPE rescue: -4.7; ARNT-TACC3 inh: 4.2; CFTR F508del cor: 2.1; ERp5 block: 8.5

What do the screens show for `C[C@H](NC(=O)c1nc[nH]c1C(=O)NCc1ccccc1)c1ccccc1`?
XiGFP reactiv: -0.3; PAX8 inh HTS: -0.4; EWS-Fli inh: -8.8; GSIS activator: -16.4; DENV2 CPE rescue: -5.1; ARNT-TACC3 inh: 9.2; CFTR F508del cor: -3.2; ERp5 block: 2.7

How did CO[C@@H]1CN(C)C(=O)c2cc(NC(=O)C3CC3)ccc2OC[C@H](C)N(Cc2ccc(F)cc2)C[C@@H]1C do in these assays?
XiGFP reactiv: -0.5; PAX8 inh HTS: -15.3; EWS-Fli inh: 1.2; GSIS activator: 0.5; DENV2 CPE rescue: 0.9; ARNT-TACC3 inh: -11.6; CFTR F508del cor: -0.7; ERp5 block: 2.4

What do the screens show for `Cc1ccc(S(=O)(=O)NCC2CCN(C(=O)C(=O)c3cccs3)CC2)cc1`?
XiGFP reactiv: 0.0; PAX8 inh HTS: -20.2; EWS-Fli inh: -0.6; GSIS activator: 2.4; DENV2 CPE rescue: -0.3; CFTR F508del cor: 3.7; ERp5 block: -4.8

How did Cc1ccc(S(=O)(=O)NCc2ccc3c(c2)OCO3)cc1C do in these assays?
XiGFP reactiv: 0.0; PAX8 inh HTS: -16.7; EWS-Fli inh: -2.8; GSIS activator: -3.4; DENV2 CPE rescue: -0.9; ARNT-TACC3 inh: -4.0; CFTR F508del cor: -2.5; ERp5 block: 3.9

What do the screens show for `N#C/C(=C\Nc1ccccc1SC(F)(F)F)c1nc(-c2ccc(Cl)cc2)cs1`?
XiGFP reactiv: 0.1; PAX8 inh HTS: -27.9; EWS-Fli inh: 2.9; GSIS activator: 3.3; DENV2 CPE rescue: -0.4; ARNT-TACC3 inh: -9.0; ERp5 block: 0.3

Results for CN(C(=O)Cn1c(=O)oc2cc(S(=O)(=O)N3CCCC3)ccc21)C1CCCCC1 ?
XiGFP reactiv: 0.1; PAX8 inh HTS: 32.8; GSIS activator: -8.5; DENV2 CPE rescue: 4.7; ARNT-TACC3 inh: -1.8; CFTR F508del cor: -2.3; ERp5 block: 16.5

How did CCCC#Cc1cnc2c(c1)C(=O)N([C@@H](C)CO)C[C@H](C)[C@H](CN(C)C(=O)c1ccc3c(c1)OCO3)O2 do in these assays?
XiGFP reactiv: -0.7; EWS-Fli inh: -15.7; GSIS activator: -16.5; DENV2 CPE rescue: -3.2; ARNT-TACC3 inh: 20.1; CFTR F508del cor: 2.2; ERp5 block: -8.3

How did C[C@@H]1CN([C@@H](C)CO)S(=O)(=O)c2ccc(-c3cccnc3)cc2O[C@@H]1CN(C)C(=O)C1CCC1 do in these assays?
XiGFP reactiv: 0.0; EWS-Fli inh: -4.2; GSIS activator: 12.1; DENV2 CPE rescue: inconclusive; ARNT-TACC3 inh: -4.0; CFTR F508del cor: -0.6; ERp5 block: -1.1

How did COc1ccc(CCNC(=O)C(=O)NCC2OCCN2S(=O)(=O)c2ccc3c(c2)OCCO3)cc1 (configuration not stated) do in these assays?
XiGFP reactiv: -0.1; PAX8 inh HTS: 25.4; GSIS activator: 11.6; DENV2 CPE rescue: -7.7; ARNT-TACC3 inh: -4.8; CFTR F508del cor: -1.0; ERp5 block: 3.1

How did CCOC(=O)N1CCN(C(=O)C2CC(=O)N(c3ccccc3)C2)CC1 (configuration not stated) do in these assays?
XiGFP reactiv: -0.1; EWS-Fli inh: -0.7; GSIS activator: 33.0; DENV2 CPE rescue: 0.2; ARNT-TACC3 inh: -2.4; CFTR F508del cor: -1.9; ERp5 block: 4.9

What do the screens show for `COCCNC(=O)C1(C)CCCN(C(=O)c2ccc(C#N)cc2)C1` (configuration not stated)?
XiGFP reactiv: -0.1; PAX8 inh HTS: -6.5; EWS-Fli inh: -1.2; GSIS activator: 16.9; DENV2 CPE rescue: -4.1; CFTR F508del cor: -0.9; ERp5 block: 2.3

What do the screens show for `O=C(COc1ccc(Br)cc1)Nc1ccc(Cc2ccncc2)cc1`?
XiGFP reactiv: 0.0; PAX8 inh HTS: -9.0; EWS-Fli inh: 6.9; GSIS activator: 13.0; DENV2 CPE rescue: 5.4; ARNT-TACC3 inh: -15.7; CFTR F508del cor: 1.8; ERp5 block: 1.8

Results for CCc1ccccc1NS(=O)(=O)c1c(C(=O)N2CCCCCC2)c(C)n(C)c1C ?
XiGFP reactiv: 0.2; PAX8 inh HTS: 7.2; EWS-Fli inh: -3.5; GSIS activator: 0.2; DENV2 CPE rescue: inconclusive; ARNT-TACC3 inh: 1.2; CFTR F508del cor: -5.6; ERp5 block: 5.0

How did O=C(Nc1cccc2oc(=O)ccc12)c1ccc([N+](=O)[O-])cc1[N+](=O)[O-] do in these assays?
XiGFP reactiv: -0.1; PAX8 inh HTS: 47.9; EWS-Fli inh: 18.3; GSIS activator: -3.2; DENV2 CPE rescue: -7.3; ARNT-TACC3 inh: -2.2; ERp5 block: -0.6

How did C[C@@H]1CN([C@H](C)CO)C(=O)Cc2cc(NC(=O)Nc3ccccc3)ccc2O[C@@H]1CN(C)Cc1ccc(C(=O)O)cc1 do in these assays?
PAX8 inh HTS: -2.3; EWS-Fli inh: 4.1; DENV2 CPE rescue: inconclusive; ARNT-TACC3 inh: -0.5; CFTR F508del cor: -2.1; ERp5 block: 2.4

What do the screens show for `Cc1ccc(NC(=O)c2cccnc2)c([N+](=O)[O-])c1`?
XiGFP reactiv: 0.0; PAX8 inh HTS: -9.7; EWS-Fli inh: 0.3; GSIS activator: 22.0; DENV2 CPE rescue: 8.8; ARNT-TACC3 inh: 2.9; CFTR F508del cor: 4.2; ERp5 block: -1.4

What do the screens show for `Cc1cc(C)cc(C(=O)NCC(=O)OCC(=O)Nc2cccnc2Cl)c1`?
XiGFP reactiv: -0.1; PAX8 inh HTS: -6.4; EWS-Fli inh: -3.6; DENV2 CPE rescue: 1.3; ARNT-TACC3 inh: 8.0; CFTR F508del cor: -0.6; ERp5 block: 2.2

Results for COc1ccc(CC(=O)NNS(=O)(=O)c2ccccc2[N+](=O)[O-])cc1OC ?
XiGFP reactiv: 0.2; PAX8 inh HTS: -20.3; EWS-Fli inh: 4.3; GSIS activator: 24.2; DENV2 CPE rescue: 5.2; CFTR F508del cor: -3.9; ERp5 block: 1.2

How did Cc1cc(C)n(C(=O)c2cccc(S(=O)(=O)N3CCCCC3)c2)n1 do in these assays?
XiGFP reactiv: 0.0; PAX8 inh HTS: -0.3; EWS-Fli inh: 6.0; GSIS activator: 2.0; DENV2 CPE rescue: -0.6; CFTR F508del cor: 4.3; ERp5 block: -3.0

What do the screens show for `CC(C)CSc1n[nH]c(=S)s1`?
XiGFP reactiv: 0.0; PAX8 inh HTS: 16.7; EWS-Fli inh: 2.1; GSIS activator: -13.1; DENV2 CPE rescue: -6.4; ARNT-TACC3 inh: -1.2; CFTR F508del cor: -4.7; ERp5 block: -5.5

How did Cc1ccc(S(=O)(=O)N2CCN(CC(O)CN3CCOCC3)CC2)cc1 (configuration not stated) do in these assays?
XiGFP reactiv: 0.0; PAX8 inh HTS: 17.9; EWS-Fli inh: -1.9; GSIS activator: 2.6; DENV2 CPE rescue: 15.3; CFTR F508del cor: 0.8; ERp5 block: -2.0

What do the screens show for `CCOc1ccc2cc(C3CC(c4ccco4)=NN3S(=O)(=O)c3ccccc3)c(Cl)nc2c1` (configuration not stated)?
XiGFP reactiv: 0.1; PAX8 inh HTS: 2.6; GSIS activator: -18.1; ARNT-TACC3 inh: 2.0

What do the screens show for `Cc1ccc(N2CCN(C(=O)c3cc(C(=O)c4ccccc4C)c[nH]3)CC2)c(C)c1`?
XiGFP reactiv: -0.1; PAX8 inh HTS: 28.5; EWS-Fli inh: 4.3; GSIS activator: -10.7; DENV2 CPE rescue: -1.9; ARNT-TACC3 inh: 2.4; CFTR F508del cor: 1.9; ERp5 block: -3.2

Results for CNC[C@@H]1Oc2ccc(NC(=O)Nc3ccc4c(c3)OCO4)cc2C(=O)N([C@@H](C)CO)C[C@H]1C ?
XiGFP reactiv: 0.1; PAX8 inh HTS: -36.2; EWS-Fli inh: -3.8; GSIS activator: 11.7; DENV2 CPE rescue: 5.1; ARNT-TACC3 inh: 3.5; CFTR F508del cor: 3.3; ERp5 block: 4.9

Bioassay records (PubChem)
